KOR beta-arrestin-1 = kappa opioid receptor activators – cell-based, luminescence, uHTS, primary screen (AID 1777). KOR beta-arrestin recruitment, luminescence; higher % means a stronger effect. activation, % at 10 µM, or EC50 in µM where a hit was titrated. 280,000 compounds, 0.02% hits; in the data active = activation above about 50%, passing the limit was not always enough; also: a part of the inactive calls stands beside numbers as strong as those of hits
NOD2 inhibition = NOD2 signaling inhibitors, cell-based, luminescence, uHTS, HEK293 (AID 1566). HEK293 NOD2/NF-kB luciferase reporter, luminescence; higher % means a stronger effect. inhibition, % at 4 µM, or EC50 in µM where a hit was titrated. 290,000 compounds, 0.63% hits; also: many of its hits are not listed in these tables
KOR beta-arrestin-2 = KOR antagonists, beta-arrestin recruitment, cell-based, luminescence, uHTS (AID 1778) | inhibition, % at 10 µM, or IC50 in µM where a hit was titrated | 290,000 compounds, 0.091% hits | KOR beta-arrestin recruitment, luminescence, antagonist mode; higher % means a stronger effect; also: strong numbers were not always called active
PhoP inhibition = inhibitors of PhoP regulon expression, primary screen, Salmonella Typhimurium, GFP reporter (AID 1863); inhibition, % at 50 µM, or IC50 in µM where a hit was titrated; S. Typhimurium PhoP-regulated promoter GFP reporter, 4 h; higher % means a stronger effect; 300,000 compounds, 0.16% hits;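 active = inhibition over 29.93%, a cutoff 3 SD above the screen mean, later confirmed by dose response; inconclusive = inhibition over 29.93% but no dose response follow-up; inactive = inhibition at most 29.93% or unconfirmed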;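 also: 0% = low Mg2+ inducing control and 100% = high Mg2+ repressing control; strong numbers were not always called active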
HIV peptide binding = cell-free HIV fusion peptide-binding blockers – biochemical, uHTS, fluorescence dequenching, primary screen (AID 1986). inhibition, % at 20 µM; hits with a dose series show IC50 in µM. 290,000 compounds, 0.3% hits. cell-free peptide binding, fluorescence dequenching, 30 min; higher % means a stronger effect; in the data active = inhibition mostly above about 52%, no sharp cut-off; inactive = mostly below about 76%; also: some results filed as inactive read as strong as hits
Myeloid diff MLP = myeloid differentiation induction; calls only at 10 µM; AID 624256; ER-HoxA9 myeloid progenitors, lysozyme-GFP differentiation, flow cytometry; 360,000 compounds, 1% hits;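 active = normalized GFP-positive differentiation at or above the plate's own cutoff, the solvent-only control mean plus 3 SD; inconclusive = no clear call, values can overlap the other calls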;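 also: cells exposed to compound for four days before flow analysis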
NOD1 inhibition = inhibition of NOD1-driven NF-kB reporter – cell-based, luminescence, uHTS, primary screen (AID 1578); 290,000 compounds, 1% hits; one-dose inhibition, % at 4 µM; EC50 in µM for titrated hits; NOD1-driven NF-kB luciferase reporter cells, luminescence; higher % means a stronger effect; in the data active = inhibition mostly above about 36%, no sharp cut-off; inactive = mostly below about 34%;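 also: HEK-293T reporter cells stimulated with the NOD1 agonist gamma-tri-DAP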
Siah-1 displacement = blockers of Siah-1 interaction with plectin peptide – biochemical, fluorescence polarization, rhodamine-plectin, uHTS, primary screen (AID 1817); displacement, % at 20 µM; hits with a dose series show IC50 in µM; 290,000 compounds, 0.02% hits; Siah-1 / rhodamine-plectin peptide fluorescence polarization; higher % means a stronger effect;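 active = displacement of at least 50% at 20 µM, with a fluorescence ratio check between 0.3 and a set limit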;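 also: plate controls were Siah plus tracer with DMSO for no effect and tracer alone without Siah for full effect; strong numbers were not always called active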
LYP inhibition = inhibitors of LYP phosphatase, biochemical, fluorescence intensity, uHTS (AID 1779) | recombinant LYP phosphatase, fluorescence intensity; higher % means a stronger effect | inhibition, % at 11.5 µM, or IC50 in µM where a hit was titrated | 290,000 compounds, 0.054% hits;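 also: plate controls were vehicle with enzyme for no effect and no enzyme for full effect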
Myeloid diff MLP GFP+ MAC1+ % = second read-out of Myeloid diff MLP, no call of its own (marks repeat the call); GFP+ MAC1+ double positive, %; measured here: differentiation confirmed by MAC1 staining
* marks the source's active call; other numbers are inactive results; i = inactive; ? = inconclusive; . = not tested or not shown; + = active, no number; [ ] = another dose, or the depositor's remark. Rule as the data show it, unless noted: active = inhibition above about 50%; inactive = the rest. An excerpt, so the mix of outcomes need not match the whole.

mol	KOR beta-arrestin-1	NOD2 inhibition	KOR beta-arrestin-2	PhoP inhibition	HIV peptide binding	Myeloid diff MLP	Myeloid diff MLP GFP+ MAC1+ %	NOD1 inhibition	Siah-1 displacement	LYP inhibition
CCc1ccnc(NS(=O)(=O)c2ccc3c(c2)OCCO3)c1	-1.6%	21.7%	-2.4%	-13.2%	-1.4%	i	0.3	0.8%	-0.2%	-2.2%
Cn1cnnc1SCC(=O)Nc1ccc(Oc2ccccc2)cc1	5.1%	15.0%	-29.6%	-1.6%	-1.5%	i	0.8	9.9%	-5.6%	-8.6%
N#CC1=C2N=C(N)c3ccccc3N2C2=C(C(=O)CCC2)C1c1ccccc1F (stereo not given)	4.1%	25.0%	10.2%	-7.2%	145.4%	i	0.6	-4.5%	16.2%	-3.7%
NC(=O)C1CCN(C(=O)Cn2cccc2C(=O)c2ccccc2)CC1	-1.7%	-0.5%	10.6%	-1.7%	-1.4%	i	0.4	-19.3%	3.1%	-4.3%
CC(=O)c1cc(C#N)c(SCc2ccccc2)nc1C	-5.3%	-19.2%	7.7%	-14.9%	-1.0%	i	0.7	-18.9%	1.7%	5.4%
Cc1cccc(NC(=O)c2ccc3c(c2)OCCO3)c1	0.6%	-163.7%	-23.7%	.	-0.1%	i	0.0	8.0%	-0.8%	-9.9%
O=c1nc2ccccc2c(NS(=O)(=O)c2ccccc2)n1-c1ccccc1	3.0%	8.3%	-20.5%	3.8%	-4.2%	i	0.5	.	2.3%	3.2%
Nc1ccnc(Oc2ccc(F)cc2)c1	-0.1%	4.1%	14.9%	11.0%	3.3%	i	0.4	1.4%	6.0%	-13.9%
O=C(O)CCCCn1c(SCC(=O)Nc2ccccc2C(F)(F)F)nc2ccsc2c1=O	-1.2%	-22.2%	35.4%	5.8%	1.4%	.	.	-48.8%	13.9%	-1.6%
COCC(=O)N/N=C\c1cccc(OC)c1OC/C=C/c1ccccc1	3.8%	-0.2%	0.7%	3.2%	-2.4%	i	3.0	-30.5%	2.8%	-7.2%
C=CCNC(=O)CSc1nnc(C(CC)N(C)C)n1C1CCCCC1 (stereo not given)	.	11.1%	8.8%	-6.6%	-1.3%	i	0.2	10.6%	-2.0%	-14.1%
CCN1CCc2c(sc(NC(=O)c3ccc4ccccc4c3)c2C(N)=O)C1	-1.5%	21.2%	-10.5%	-19.2%	35.3%	?	.	-5.1%	-5.0%	-9.9%
NC(=NCCc1c[nH]c2ccccc12)NS(=O)(=O)c1ccc2ccccc2c1	-2.5%	17.5%	6.9%	11.1%	-3.2%	i	1.2	58.9%	-8.4%	-11.9%
CC1=C(SCCC#N)S/C(=C2\SC(C)=C(SCCC#N)S2)S1	-2.7%	10.7%	-12.7%	9.0%	-1.2%	i	0.9	-7.2%	0.4%	1.8%
Cc1ccc(S(=O)(=O)NCc2cccnc2)s1	-1.3%	3.1%	9.6%	27.4%	-1.0%	i	1.0	-5.7%	-2.2%	-2.7%
Cc1ccc(-c2c(C(=O)Nc3ccccc3C)c(C)[nH]c(=S)c2C#N)o1	-4.9%	-4.6%	0.2%	1.5%	33.1%	i	0.4	-11.4%	-7.0%	-3.4%
C/C(CC(=O)NCc1ccco1)=N\NC(=O)COc1ccc(C)cc1	-3.7%	8.2%	27.0%	10.3%	-3.0%	i	0.9	-17.3%	4.5%	-7.7%
COc1ccc(S(=O)(=O)N2CCOCC2)cc1N(C)S(=O)(=O)c1ccc(C)cc1	10.4%	19.7%	-9.2%	-4.0%	0.6%	i	3.1	1.9%	4.3%	-8.5%
Cc1nc(C(C)NC(=O)CCc2nnc(Cc3c[nH]c4ccccc34)o2)cs1 (stereo not given)	3.3%	7.2%	-6.1%[20 µM]	-0.5%	-0.6%	i	0.6	-38.7%	-1.3%	-3.1%
CN1C(=O)CC(Sc2ncccc2C(=O)O)C1=O (stereo not given)	1.3%	10.0%	-13.6%	3.0%	1.8%	i	0.5	-2.8%	0.7%	-7.1%
CC(C)CNc1nnnc2c1sc1nc(N3CCOCC3)c3c(c12)CC(C)(C)SC3	1.5%	33.9%	10.6%	-8.9%	-1.1%	i	0.7	39.7%	0.2%	4.6%
Cc1ccc(N2C(=O)C(O)(C(F)(F)F)C3=C2CC(C)(C)CC3=O)cc1C (stereo not given)	4.0%	-4.4%	-20.0%	-6.2%	0.8%	i	3.0	-2.6%	-1.6%	-6.3%
O=C1c2ccccc2C(=O)C2OC12 (stereo not given)	-1.9%	44.7%	11.6%	1.6%	-4.3%	.	.	70.9%*	4.7%	-10.9%
O=C(CNC(=O)[C@@H]1Cc2ccccc2CN1)Nc1ccc2c(c1)OCO2	4.7%	5.4%	4.2%	1.7%	-0.7%	+	6.4*	-6.0%	-5.1%	-9.5%
Cc1nc2ccccc2c(=O)n1/N=C/c1ccncc1	-3.5%	-0.1%	19.3%	-0.4%	1.0%	i	0.9	-23.0%	5.1%	-1.1%
CCCCn1c(=O)[nH]c(=O)c2c1nc(COC(=O)c1c(C)noc1C)n2CCC	-7.7%	15.8%	3.2%	-8.2%	27.2%	i	0.4	-6.2%	-1.7%	-7.4%
O=C(c1ccc(NS(=O)(=O)c2cccc(F)c2)cc1)N1CCCCC1	6.3%	16.9%	15.4%	-3.6%	-0.3%	i	0.7	-9.0%	-3.0%	-8.5%
CCCc1[nH]nc2c1C(CCc1ccccc1)C(C#N)=C(N)O2 (stereo not given)	0.0%	6.6%	6.0%	-13.1%	-1.0%	i	1.0	-17.9%	-0.7%	3.9%
O=S1(=O)CC(O)C(Nc2ccccc2)C1 (stereo not given)	-4.4%	-2.6%	-1.2%	1.0%	1.2%	i	1.0	-6.4%	4.9%	-0.8%
Cc1coc2c(C)c3oc(=O)c(CCC(=O)NCCCN4CCCC4=O)c(C)c3cc12	-2.3%	13.5%	8.3%[20 µM]	5.9%	0.4%	i	1.0	3.6%	0.1%	-6.7%
O=S(=O)(c1cccs1)N1CCC(Cc2ccccc2)CC1	-1.4%	-3.0%	-10.7%	6.3%	-2.1%	i	0.9	10.6%	-5.1%	-9.7%
CNc1cnn(-c2ccc(C)cc2)c(=O)c1Cl	-0.4%	-102.9%	-18.6%	6.2%	-2.8%	i	1.5	-3.4%	4.5%	-2.3%
Cc1ccc2cc(C#N)c(NCCNC(=O)C3CCC3)nc2c1C	-5.6%	5.1%	-4.7%	-6.4%	-1.5%	i	1.7	11.7%	10.8%	-9.6%
Cc1oc2nc(SCC(=O)Nc3ccc(S(N)(=O)=O)cc3)nc(NC(=O)c3ccccc3)c2c1C	-1.8%	8.1%	11.0%	-7.2%	3.0%	i	7.0	-18.1%	-2.0%	-4.1%
CN(CC(=O)Nc1ccc(N2CCOCC2)cc1)CC(=O)Nc1ccc(Cl)cc1[N+](=O)[O-]	-1.6%	0.8%	30.3%	7.0%	-3.8%	i	0.7	-23.3%	-1.4%	-4.0%
COCCn1c(-c2ccc(OC)cc2)nc2ccccc21	-6.7%	-12.0%	22.4%	-9.9%	1.0%	i	0.1	-23.4%	-3.6%	-15.0%
O=C(Nc1cccc(O)c1)c1cnn2cccnc12	-2.0%	-140.2%	16.0%	3.5%	-3.9%	i	1.1	17.6%	-1.2%	-5.9%
COc1ccccc1NS(=O)(=O)c1cc(NC(=O)Nc2cccc(C)c2)ccc1N1CCCCC1	3.4%	-31.7%	3.2%	-2.9%	1.7%	?	.	-20.4%	-4.9%	5.6%
O=C(NCc1ccccc1Cl)c1cnc2ccccc2n1	6.1%	0.9%	-8.3%	4.1%	0.7%	i	1.4	-21.8%	0.4%	-4.8%
COc1ccc(C(=O)c2cn[nH]c2-c2cc(Cl)ccc2O)cc1	-1.7%	1.8%	17.9%	-9.4%	-2.1%	i	1.6	7.1%	-1.8%	-0.2%

Record cards (already shown). Order of values: KOR beta-arrestin-1	NOD2 inhibition	KOR beta-arrestin-2	PhoP inhibition	HIV peptide binding	Myeloid diff MLP	Myeloid diff MLP GFP+ MAC1+ %	NOD1 inhibition	Siah-1 displacement	LYP inhibition
O=C(Nc1cccc(O)c1)c1cnn2cccnc12 in the list: -2.0%	-140.2%	16.0%	3.5%	-3.9%	i	1.1	17.6%	-1.2%	-5.9%
O=S(=O)(c1cccs1)N1CCC(Cc2ccccc2)CC1 in the list: -1.4%	-3.0%	-10.7%	6.3%	-2.1%	i	0.9	10.6%	-5.1%	-9.7%

(next part)
mol	KOR beta-arrestin-1	NOD2 inhibition	KOR beta-arrestin-2	PhoP inhibition	HIV peptide binding	Myeloid diff MLP	Myeloid diff MLP GFP+ MAC1+ %	NOD1 inhibition	Siah-1 displacement	LYP inhibition
NCCCCc1cn(CC(=O)N2CCNCC2)nn1	0.0%	15.8%	21.5%	-7.0%	-0.2%	i	2.5	-21.7%	-2.8%	-10.0%
O=C(COC(=O)CCc1ccccc1)NC12CC3CC(CC(C3)C1)C2	-3.3%	9.4%	-28.7%[20 µM]	2.6%	1.1%	i	0.2	-3.9%	14.8%	-6.1%
Cc1ccc(NC(=O)CSc2nc(N)c(-c3ccccc3)c(=O)[nH]2)cc1Cl	3.8%	-2.1%	-4.3%	-7.7%	-1.4%	i	0.1	-28.7%	11.3%	-4.1%
COc1ccc(S(=O)(=O)N(C)CC(=O)Nc2ccccc2SC)cc1Cl	-3.4%	19.0%	-27.5%	8.9%	-2.0%	i	1.7	-13.2%	-5.4%	-10.9%
C[N+]1(CCn2ccc3ccccc32)CCCCC1	-0.5%	8.0%	11.1%	-2.6%	-1.8%	i	0.3	-8.7%	1.2%	-2.3%
COc1ccc(-c2csc(N3CCN(c4cc5c(cc4Cl)nc(-c4ccncc4)n5CCOCCO)CC3)n2)cc1	-2.6%	15.9%	-13.4%[20 µM]	.	6.7%	i	2.6	6.5%	0.9%	-10.9%
CCn1c(SCC(=O)Nc2cc(C)on2)nnc1-c1cccs1	-1.0%	18.8%	-3.8%	0.6%	-2.3%	i	0.5	7.3%	2.7%	-9.6%
CCOc1ccc(NS(=O)(=O)c2ccc(NC(=O)C3CCCO3)cc2)cc1 (stereo not given)	-2.0%	10.8%	-9.5%	-1.4%	-2.3%	i	1.1	0.1%	0.1%	-8.8%
C=CCOC(=O)C1=C[C@H](c2ccc(C(F)(F)F)cc2)[C@@H](CCCO)[C@H](OCC)O1	3.4%	-17.6%	-30.0%	-7.0%	0.8%	i	1.0	28.4%	-1.0%	-3.3%

Source: PubChem BioAssay
